Screening results from PubChem.
All columns: NCI-60 one-dose screen, growth in % after 48 h at 10 µM unless noted; 100 = growth as untreated, 0 = no growth, -100 = all killed.
SK-MEL-2: SK-MEL-2 melanoma | actives 4.7% (n = 77,000)
UACC-257: UACC-257 melanoma; actives 4.4% (n = 78,000); AID 1794764
M14: M14 melanoma. actives 6.2% (n = 80,000)
EKVX: EKVX NSCLC; actives 3% (n = 71,000); AID 1794765
MALME-3M: MALME-3M melanoma; actives 5.8% (n = 78,000)
SK-MEL-5: SK-MEL-5 melanoma | AID 1794755 | actives 6.4% (n = 80,000)
A549/ATCC: A549/ATCC NSCLC. AID 1794740. actives 3.7% (n = 81,000)
UACC-62: UACC-62 melanoma; actives 5.4% (n = 81,000); AID 1794756
An asterisk follows results filed as active; . = not tested or not shown; [ ] = dose if it differs, or a comment. The calls were made as follows: active = growth percent below 10; inactive = the rest. Outcome played no part in choosing rows; about 9.8% have a hit in one of these screens.

SMILES	SK-MEL-2	UACC-257	M14	EKVX	MALME-3M	SK-MEL-5	A549/ATCC	UACC-62
CCOC(=O)CSc1sc(C(=O)OCC)c(N)c1C#N	.	108	.	.	98	101	91	103
COc1ccc(C2=NN(C=O)C(c3sc(N4CCOCC4)nc3Cl)C2)cc1 (stereo unspecified)	110	99	107	.	96	99	94	94
COc1ccc(CN2CCc3c(Sc4ccccc4OC)nc(N)nc3C2=O)c(OC)c1	92	100	.	115	98	97	97	92
COC(=O)/C=C1/Nc2ccccc2SC1C(=O)OC (stereo unspecified)	.	116	112	105	117	106	118	97
COc1ccc(Cc2nnc(SCC(=O)Nc3ccc(C)cc3)n2-c2ccccc2)cc1	83	100	.	.	98	99	106	97
O=C(Nc1ccc(Cl)c(Cl)c1)OCn1ncc2ccc([N+](=O)[O-])cc21	85	90	95	.	78	96	83	74
COc1ccc(NC(=O)c2ccc(Nc3ncnc4c3cnn4-c3cccc(Br)c3)cc2)cc1	101	97	99	100	97	99	96	97
N#Cc1c(NC(=O)Nc2ccc(Cl)c(C(F)(F)F)c2)sc2c1CCCC2	101	103	98	81	96	97	94	96
CC1(C)C=C2[C@H]3CC[C@@H]4[C@@]5(C)CC[C@H](O)C(C)(C)[C@@H]5CC[C@@]4(C)[C@]3(C)CC[C@@]2(C(=O)n2ccnc2)CC1	93	76	80	90	85	46	70	56
Cn1c(=O)cc(OCC(=O)N/N=C/c2ccc(Br)cc2)c2ccccc21	104	100	96	105	104	101	100	94
Cc1cc([N+](=O)[O-])cc(C)c1OC(=O)c1ccc(N=C(N)N)cc1	90	78	81	.	92	72	86	93
NC(=S)N/N=C/c1cc([N+](=O)[O-])ccc1O	107	98	100	.	105	99	97	101
O=C(COc1ccc(/C=C2\SC(=O)NC2=O)cc1)Nc1ccc(C(=O)/C=C/c2cc3ccccc3nc2Cl)cc1	91	75	80	73	99	34	79	71
CCCCCCCCCCCCCC/C(=N\OCc1ccccc1)C(=O)O	96	88	92	108	109	99	75	.
CC(C)(O)c1cncc(-c2ccc3ncnc(N4CCc5cc(F)c(Cl)cc54)c3c2)c1	-1.1*	43	32	-2.4*	16	13	16	5.5*
Nc1cc(S(=O)(=O)O)cc2cc(S(=O)(=O)O)cc(O)c12	115	95	97	107	131	102	.	102
O=C(Nc1cccnc1Nc1ccc(Cl)cc1)c1cn(Cc2cccc(Oc3ccccc3)c2)nn1	62	62	22	54	58	13	42	31
CCOC(=O)C1(N)CCCCC1	106	107	94	98	100	106	100	105
Cn1cc(-c2cc(N)n3nc(-c4c[nH]c5ccccc45)cc3n2)c2cc(F)ccc21	52	46	-0.4*	60	77	67	14	66
CCOC(=O)C1=C(C)NC(=O)NC1c1c(Cl)n(-c2ccccc2)c2ccccc12 (stereo unspecified)	102	88	87	97	86	75	88	68
O=C1C(Cl)=C(NCc2ccccc2)C(=O)c2ccccc21	88	79	105	84	80	86	99	87
COc1ccc2c(c1)c(-c1ccc(-c3cn(C)c4ccc(OC)cc34)[nH]1)cn2C	45	87	44	-4.9*	30	30	29	5.3*
Cn1cc(-c2cc(N)n3nc(-c4c[nH]c5ccccc45)cc3n2)c2cccnc21	65	92	-48*	86	-27*	23	52	-84*
C=CCC(=O)N[C@H](Cc1ccc(-c2cc(Cl)cc(Cl)c2)cc1)[C@H](O)[C@@H](O)C(=O)OCC	96	91	89	90	87	97	77	.
Cc1ccc(N2C3=C(CCCC3)C(=O)C2(C)C(=O)OCc2ccccc2)cc1C (stereo unspecified)	95	99	91	83	98	88	89	54
COc1cc2cc(Oc3ccc(NC(=O)Nc4ccc(Cl)c(Cl)c4)cc3)c(C)nc2cc1OC	-7.8*	1.4*	26	21	15	-35*	4.4*	20
COc1cccc(/C=C/C(=O)c2ccc(NC(=O)COc3cccc4cccnc34)cc2)c1	100	103	104	93	108	95	95	94
COc1ccc(-c2nc(N/N=C/c3ccc(Br)cc3)nc(N3CCOCC3)c2C#N)cc1	107	106	99	93	109	108	107	104
Cc1nc2ccccc2c(/C=C/c2ccc(Br)cc2)c1C(=O)c1ccccc1	101	94	105	91	109	92	71	72
COc1ccc(C(=O)/C=C/c2ccccc2)cc1	113	100	92	91	93	99	88	99
N#C/C(=C\c1ccc(-c2cccc(C(F)(F)F)c2)o1)c1nc(-c2ccc(F)cc2)cs1	98	99	102	80	96	101	98	88
Cc1ccccc1NC(=O)Cn1nncc1COc1ccc2ccccc2c1C=O	104	94	98	108	96	102	100	91
N=C(N=Nc1c(O)[nH]c2ccccc12)C(=N)N=Nc1c(O)[nH]c2ccccc12	97	116	99	90	107	114	97	109
Nc1ccc(O)c(N)c1	.	209	92	100	112	105	105	101
O=C(O)c1ccc(Cn2cnc3c(=O)[nH]cnc32)cc1	95	114	108	105	.	.	106	105
O=C(O)C(Cc1ccccc1)C(=O)O	111	108	104	106	115	90	103	101
N#CCNC(=O)OCc1ccccc1	108	98	115	93	101	114	98	102
CC(C)CSc1nc(-c2ccc(F)cc2)c(C#N)c(N(CCO)CCO)n1	93	111	100	97	125	93	96	95
NNC(=O)N(c1ccccc1)c1ccccc1	111	112	101	112	116	.	112	105
CCOC(=O)C1CCNC(=O)C1=O (stereo unspecified)	107	126	108	122	126	101	109	101

Reprinted at random: 7 entries already listed
SMILES	SK-MEL-2	UACC-257	M14	EKVX	MALME-3M	SK-MEL-5	A549/ATCC	UACC-62
COc1ccc(-c2nc(N/N=C/c3ccc(Br)cc3)nc(N3CCOCC3)c2C#N)cc1	107	106	99	93	109	108	107	104
Cc1ccc(N2C3=C(CCCC3)C(=O)C2(C)C(=O)OCc2ccccc2)cc1C (stereo unspecified)	95	99	91	83	98	88	89	54
O=C1C(Cl)=C(NCc2ccccc2)C(=O)c2ccccc21	88	79	105	84	80	86	99	87
COc1cc2cc(Oc3ccc(NC(=O)Nc4ccc(Cl)c(Cl)c4)cc3)c(C)nc2cc1OC	-7.8*	1.4*	26	21	15	-35*	4.4*	20
Cc1nc2ccccc2c(/C=C/c2ccc(Br)cc2)c1C(=O)c1ccccc1	101	94	105	91	109	92	71	72
CC(C)CSc1nc(-c2ccc(F)cc2)c(C#N)c(N(CCO)CCO)n1	93	111	100	97	125	93	96	95
N#C/C(=C\c1ccc(-c2cccc(C(F)(F)F)c2)o1)c1nc(-c2ccc(F)cc2)cs1	98	99	102	80	96	101	98	88

The list continues:
SMILES	SK-MEL-2	UACC-257	M14	EKVX	MALME-3M	SK-MEL-5	A549/ATCC	UACC-62
CCn1c(-c2ccc(OC)c(OC)c2)cc(-c2cccn2C)c(C#N)c1=O	101	95	114	105	124	.	96	89
CCOC(=O)C1=C(C)N=C2Sc3ccccc3N2C1c1cn[nH]c1-c1ccc(Cl)cc1 (stereo unspecified)	78	88	84	92	113	92	59	70
CC/C=C\CCC/C=C1/C(=O)C=C[C@@H]1C/C=C\CCCC(=O)OC	87	70	1.7*	99	34	-32*	79	-14*
O=S1(=O)CCN(C2CCCCCCCCCCC2)CC1	98	90	93	.	82	75	78	71
Cc1ccc(C(=O)N=c2n(-c3ccc(C)cc3)nc3n2CCN3C2=NCCN2C(=O)c2ccc(C)cc2)cc1	92	110	108	87	133	71	61	86
CC(C)Cn1cnc2c3ccccc3nc(NCn3nc(-c4cc(Cl)cc(Cl)c4Cl)oc3=S)c21	91	99	80	89	116	85	100	90
Nc1ccccc1-c1cccc(Oc2ccc3nnc(Cl)n3n2)c1	100	104	97	97	125	94	93	85
O=C(/C=C(O)/C=C/c1ccc(SC(F)(F)F)cc1)/C=C/c1ccc(SC(F)(F)F)cc1	101	104	80	111	99	91	95	76
COC(=O)c1ccc(NC(=O)c2ccc(Oc3ccc(F)cc3)cc2)cc1O	116	98	109	98	100	100	103	87
COc1ccc(Cc2cc(-c3ccccc3)nn(C/C(=N\O)c3ccccc3)c2=O)cc1	65	79	81	49	84	60	41	45
N#CCC(C#N)N1CCCCC1 (stereo unspecified)	105	103	111	108	128	107	104	99
CCCCCCCCCCCCCCCCCCOc1cccc(CCOP(=O)(O)OCC[N+](C)(C)C)c1	90	.	93	97	101	91	85	85
CCN1CCN(C(=S)SCc2cc(=O)oc3ccc(C)cc23)CC1	102	102	106	94	102	96	95	81
O=C(Nc1nnc(-c2ccc(Cl)cc2Cl)s1)c1ccccc1	.	106	107	.	109	99	104	111
COc1ccc(CN2CCc3c(Sc4ccc(C(C)C)cc4)nc(N)nc3C2=O)c(OC)c1	103	101	115	90	115	91	101	91
C=CCc1cc(C)ccc1NC(C(N)=O)c1ccccc1 (stereo unspecified)	100	83	90	91	103	105	79	101
O=Cc1ccc(OCc2cn(CC(=O)Nc3nc4ccccc4s3)nn2)cc1	108	106	99	94	96	100	106	97
Cc1c(C(=O)c2ccccc2)cc(C(=O)NCc2cccc(Cl)c2)n1Cc1ccc(Cl)cc1	84	73	81	82	90	51	57	53
CCOC(=O)COc1nc(SCC(=O)Nc2nc3ccc(C)cc3s2)nc(-c2ccccc2)c1C#N	77	98	81	94	65	84	103	39
CCc1nc2ccccc2[nH]1	127	102	100	112	122	110	107	99
NC(=O)c1ccc[n+](CCBr)c1	88	97	100	.	97	106	101	105
O=C(CC(=O)Nc1cccc(C(F)(F)F)c1)Nc1ccc(Oc2ncnc3scc(Nc4n[nH]c(=S)s4)c23)cc1	105	104	94	86	96	98	99	86
COc1c2ccoc2c(/C=C/C=O)c2oc(-c3ccc(Cl)cc3)cc(=O)c12	81	113	108	.	110	70	99	85
COc1ccc(-c2nc(SCCCCCCC(=O)NO)[nH]c(=O)c2C#N)cc1	114	108	102	106	99	100	103	100
COc1ccc(-n2nnc3c(sc4ncc(Br)cc43)c2=O)cc1	99	97	100	.	98	95	92	93
CC1CCc2c(sc3nc(Nc4ccccc4)n(NC(=S)Nc4ccccc4)c(=O)c23)C1 (stereo unspecified)	.	107	95	103	94	94	101	89
CC12CCC3c4ccc(O)cc4CCC3C1CCC2=O (stereo unspecified)	99	94	102	84	113	101	92	95
N#CC1=C2CCCCC2(O)NC1=O (stereo unspecified)	113	109	110	.	102	101	98	103
COc1ccc([C@@H]2[C@H](C(=O)Nc3cccc4c3CCCC4)c3ccccc3C(=O)N2c2ccc(OC)cc2)cc1	83	.	97	96	93	97	53	73
Cc1sc2nc3nc(CC#N)[nH]n3c(=O)c2c1C	104	98	105	103	94	117	103	105
COc1cc2c(c(OC)c1OC)C(=O)CC(c1cccc(NC(=O)c3cc([N+](=O)[O-])ccc3Cl)c1)O2 (stereo unspecified)	15	40	0.1*	52	52	23	36	45
CCOc1ccc(OCC)c(N)c1	104	114	.	93	76	97	113	92
CC(C)c1ccc(C(C(C(=O)c2ccccc2)N2CCOCC2)N2CCOCC2)cc1 (stereo unspecified)	109	95	108	105	106	108	87	93
CSc1nc(NCC(C)C)c(C#N)c(-c2cccc([N+](=O)[O-])c2)n1	109	104	103	93	104	98	97	97
Cc1ccc(N=C2NC(=O)CS2)c(C)c1	108	98	101	96	110	100	101	99
CC(C)c1ccc2c(c1)CC[C@H]1[C@](C)(C(=O)OCC#CCN3CCOCC3)CCC[C@]21C	93	86	90	79	82	81	81	71
OCC1OC(n2cnc3c(=S)nc[nH]c32)CC1O (stereo unspecified)	98	101	86	96	96	102	103	90
COc1c2ccoc2c(OC)c2oc(=O)ccc12	100	99	114	108	121	98	106	100
CCOC(=O)N1CCN(CCOc2ccc(CC(C)C)cc2)CC1	110	88	92	94	84	88	91	.
O=C1N(Cc2ccc(Cl)c(Cl)c2)c2ccccc2C12NCCc1cc(O)ccc12 (stereo unspecified)	115	95	99	87	98	94	95	82

Profiles as entered above.
COc1c2ccoc2c(/C=C/C=O)c2oc(-c3ccc(Cl)cc3)cc(=O)c12 reads SK-MEL-2: 81; UACC-257: 113; M14: 108; EKVX: .; MALME-3M: 110; SK-MEL-5: 70; A549/ATCC: 99; UACC-62: 85
COc1cc2c(c(OC)c1OC)C(=O)CC(c1cccc(NC(=O)c3cc([N+](=O)[O-])ccc3Cl)c1)O2 (stereo unspecified) reads SK-MEL-2: 15; UACC-257: 40; M14: 0.1*; EKVX: 52; MALME-3M: 52; SK-MEL-5: 23; A549/ATCC: 36; UACC-62: 45

Further entries
SMILES	SK-MEL-2	UACC-257	M14	EKVX	MALME-3M	SK-MEL-5	A549/ATCC	UACC-62
CC(=O)OCC(=O)[C@@]1(O)CC[C@H]2[C@@H]3C[C@H](F)C4=CC(=O)CC[C@]4(C)[C@H]3[C@@H](O)C[C@@]21C	100	99	96	79	80	99	69	99
CCc1cccc(CC)c1NC(=S)NN	117	.	112	.	95	95	.	103
C=CCOC(=O)CC=C	106	97	109	.	105	101	95	98
COc1cc(OC)c(NC(=O)C2=C(C)NC(C)=C(C(=O)Nc3cc(Cl)c(OC)cc3OC)C2c2cccc([N+](=O)[O-])c2)cc1Cl	106	100	95	80	101	81	95	76
COc1ccc(/C(C)=N/N=C2C(=O)N(C)c3ccc(Br)cc32)cc1S(N)(=O)=O	82	83	87	57	64	88	86	74
Cc1cc(C)c(S(=O)O)c(C)c1	98	121	116	105	122	105	109	102
CCCNC1=CC(=O)c2ccccc2C1=O	98	100	113	96	118	101	92	104
CCC(C)(C)c1ccc(OCCOC(C)=O)cc1	116	97	107	94	98	98	98	96
C=CCSC1=N/C(=C\c2cn(-c3cccc(Cl)c3)nc2-c2ccc(OC)cc2)C(=O)N1c1ccc(OC)cc1	72	96	89	93	75	94	87	95
O=C(Nc1cccc([N+](=O)[O-])c1)OCc1ccc2c(c1)OCO2	92	84[100 µM]	102	94[100 µM]	114	97	84	93
COc1ccc(C2N(c3ccc(O)cc3)N=C(C(C)=O)N2[C@@H]2[C@@H](OC(C)=O)O[C@@H](COC(C)=O)[C@H](OC(C)=O)[C@H]2OC(C)=O)cc1 (stereo partly specified)	110	100	101	97	108	96	101	90
COc1ccc(/C=C2\C(=O)Nc3ccc(F)cc32)cc1OCc1ccccn1	103	101	96	72	72	79	99	74
